Large T inhibition = SV40 large T antigen inhibitors, biochemical (AID 1903). SV40 large T antigen ATPase/helicase inhibition assay; higher % means a stronger effect. inhibition, % at 20 µM, or IC50 in µM where a hit was titrated. 310,000 compounds, 0.39% hits; in the data active means a potency from the dose series; further: strong numbers were not always called active
GPR35 arrestin U2OS = GPR35 antagonists blocking zaprinast-driven arrestin recruitment, primary screen, imaging, U2OS, beta-arrestin-GFP, zaprinast agonist (AID 2058); inhibition, % at 10 µM, or IC50 in µM where a hit was titrated; U2OS GPR35 beta-arrestin-GFP translocation imaging, zaprinast antagonism; higher % means a stronger effect; 290,000 compounds, 0.052% hits;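 active means inhibition of at least 50% with at least 30 cells and total cytoplasm GFP at most 10,000,000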
T cell modulator = modulates CD8 T cell binding to vesicles; 2C CD8+ T cell-vesicle binding, flow cytometry; stronger effect = lower value; calls only at 7 µM; 330,000 compounds, 0.068% hits; AID 2052;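 active means response, share of CD8 T cells binding vesicles, and their 90th percentile fluorescence all below set limits, cut at about 80% in these data, passing the limit was not always enough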
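Also added: QL9-peptide-loaded Drosophila micro-vesicles bearing Ld, ICAM-1 and B7-1; Test system: purified 2C TCR transgenic mouse naive CD8+ T cells; Measured by: cytometric PE anti-B7-1 and Alexa647 anti-CD8 signals after 1% paraformaldehyde fixation; Timing: binding step 1.5 h, 37 °C, antibody labelling 20 min, ice.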
Rac1 GTP hydrolysis = MgcRacGAP GTPase-activating activity inhibitors, confirmation, biochemical, ADP Hunter fluorescence. MgcRacGAP-stimulated Rac1 GTP hydrolysis, ADP Hunter fluorescence; higher % means a stronger effect; GST-tagged Rac1 F28L mutant substrate. inhibition, % at 30 µM; hits with a dose series show IC50 in µM. 340,000 compounds, 0.6% hits;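 active means first-screen hits whose inhibition reached a set limit at any dose in the follow-up dose series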;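 further: fluorescence reports GDP produced by GAP-driven GTP hydrolysis; strong numbers were not always called active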
GPR55 LPI antagonism = inhibition of LPI-stimulated GPR55 beta-arrestin translocation – imaging, U2OS, beta-arrestin-GFP, LPI agonist, primary screen (AID 2013). U2OS GPR55 beta-arrestin-GFP translocation imaging, LPI antagonism; higher % means a stronger effect. inhibition, % at 10 µM, or IC50 in µM where a hit was titrated. 290,000 compounds, 0.13% hits;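 active means spots per cell inhibited over 60%, with over 100 cells counted and total cytoplasm intensity under 500,000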;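 further: U2OS cells stably carrying GPR55 and arrestin-GFP stimulated by 5 µM LPI near EC80; imaged beta-arrestin-GFP aggregate spots per cell after agonist stimulation; plate controls were LPI-stimulated DMSO wells for no effect and DMSO wells without LPI for full effect; some results filed as inactive read as strong as hits; confirmed hits need IC50 under 10 µM and bright autofluorescent wells are also inconclusive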
LYP phosphatase = inhibitors of LYP phosphatase, biochemical, fluorescence intensity, uHTS (AID 1779); recombinant LYP phosphatase, fluorescence intensity; higher % means a stronger effect; inhibition, % at 11.5 µM, or IC50 in µM where a hit was titrated; 290,000 compounds, 0.054% hits; in the data active means inhibition above about 50%;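 further: plate controls were vehicle with enzyme for no effect and no enzyme for full effect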
GPR55 beta-arrestin = GPR55 agonists via beta-arrestin recruitment, primary screen, imaging, U2OS cells, beta-arrestin-GFP redistribution (AID 1961); U2OS GPR55 beta-arrestin-GFP redistribution imaging; higher % means a stronger effect; activation, % at 10 µM; hits with a dose series show EC50 in µM; 290,000 compounds, 0.048% hits;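 active means activation above 40% with more than 50 cells counted in the well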;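 further: U2OS osteosarcoma cells stably expressing GPR55 and beta-arrestin-GFP; plate controls were DMSO negative control for no effect and LPI positive control for full effect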
Hep lipid drop = modulators of hepatic lipid droplet formation; AML12 mouse hepatocytes, oleate lipid droplets, BODIPY imaging; AID 1656; 240,000 compounds, 0.4% hits; inhibition, % at 6.5 µM;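 active means lipid droplet intensity inhibited by at least 50%, with more than 500 cells counted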
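Test system: AML12 mouse liver cells; schedule: overnight exposure; technique: high-content imaging of BODIPY-stained droplets and DAPI nuclei; read-out: % inhibition of corrected integrated BODIPY droplet signal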
NTR1 agonist = agonists of NTR1, primary screen, imaging, U2OS cells, beta-arrestin-GFP, high content (AID 493036) | P30989 | NTR1-U2OS beta-arrestin-GFP spot imaging, agonist mode | activation, % at 20 µM | 330,000 compounds, 0.17% hits;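 active means activation at or above 40% of the spot to cytoplasm intensity ratio, with at least 20 cells analyzed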;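 further: 0% = DMSO without peptide and 100% = 100 nM NTR1 peptide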
Target sequence (P30989 whole entry, looked up): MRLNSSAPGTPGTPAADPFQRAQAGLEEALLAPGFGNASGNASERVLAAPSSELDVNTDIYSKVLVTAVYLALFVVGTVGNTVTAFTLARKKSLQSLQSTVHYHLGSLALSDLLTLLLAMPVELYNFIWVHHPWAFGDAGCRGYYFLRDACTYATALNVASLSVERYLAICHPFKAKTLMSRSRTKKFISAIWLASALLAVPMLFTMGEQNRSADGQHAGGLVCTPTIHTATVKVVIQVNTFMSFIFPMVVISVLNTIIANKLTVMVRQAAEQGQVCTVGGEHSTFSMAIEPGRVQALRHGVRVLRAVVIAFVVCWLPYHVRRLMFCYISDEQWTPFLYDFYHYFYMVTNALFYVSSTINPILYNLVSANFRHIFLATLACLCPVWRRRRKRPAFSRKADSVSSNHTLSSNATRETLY
Hep lipid drop cells 6.5 µM = second read-out of Hep lipid drop, no call of its own (marks repeat the call); cell count; measured here: cell count, cytotoxicity flag;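 cells counted across two imaged fields per well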
T cell modulator vesicle-bound % = recorded beside T cell modulator, whose call it bears; double positive events, %; measured here: CD8+ vesicle-bound cell fraction;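 binding gate set so that unloaded-vesicle control wells show 10% double positive cells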
NTR1 agonist cell count 20 µM = further read-out of NTR1 agonist, marked with its call; cell count; measured here: cell count, cytotoxicity flag
Active calls of the source: *; i = inactive; nt = no result given.

SMILES	Large T inhibition	GPR35 arrestin U2OS	T cell modulator	T cell modulator vesicle-bound %	Rac1 GTP hydrolysis	GPR55 LPI antagonism	LYP phosphatase	GPR55 beta-arrestin	Hep lipid drop	Hep lipid drop cells 6.5 µM	NTR1 agonist	NTR1 agonist cell count 20 µM
O=C(Nc1ccc2c(c1)OCCO2)C1CCN(S(=O)(=O)c2ccc3c(c2)OCCO3)CC1	6%	-14%	i	26	6%	9%	4%	-0.1%	0	811	0.0	58
O=C(Cc1ncon1)Nc1ccc(F)c(F)c1F	3%	6%	i	13	9%	-9%	-9%	1.5%	5	694	-0.2	53
COCCNC(=O)C(OC(=O)c1cc2oc(C)cc2n1C)C(C)C (centres undefined)	-4%	0%	i	25	-2%	-4%	-8%	0.4%	nt	nt	-1.4	72
O=C(NCCNc1ccc([N+](=O)[O-])cc1)c1ccccc1Br	-1%	-4%	i	30	9%	-5%	1%	-0.1%	nt	nt	2.0	50
COc1ccc(S(=O)(=O)n2nc(-c3cc(OC)c(OC)c(OC)c3)cc2N)cc1OC	12%	6%	i	29	3%	-7%	-3%	-0.1%	-86	661	-3.5	89
CC1(C)CC(=O)C=C(NCCN2CCN(C(=O)Nc3ccccc3)CC2)C1	3%	-12%	i	12	1%	-4%	-1%	-0.1%	-5	685	0.6	70
COC(=O)c1cn(NC(=O)Cc2ccccc2Br)c(=O)c2ccccc12	16%	18%	i	63	-6%	9%	-1%	0.0%	2	687	0.5	43
COc1cccc2c1cc1c(=O)n(CC(=O)NCc3ccccn3)nc(C)n12	6%	12%	i	22	5%	0%	-16%	0.0%	-4	708	-0.3	64
CCOC(=O)C1C(=O)NC(N2CCOCC2)=NC1c1ccco1 (centres undefined)	8%	-13%	i	46	8%	6%	-6%	0.2%	-10	751	-0.9	57
O=C(C1=C(O)C(=O)N(CC2CCCO2)C1c1ccccc1F)c1ccco1 (centres undefined)	8%	4%	i	35	-4%	4%	-7%	0.0%	6	830	1.2	53
O=C(CCNC(=O)c1ccc([N+](=O)[O-])cc1)NCCc1ccccc1	12%	-8%	i	28	7%	-6%	-4%	-0.1%	11	836	0.6	49
CCOCCCN(Cc1ccco1)S(=O)(=O)c1csc(C(N)=O)c1	8%	-11%	i	31	4%	0%	-8%	0.2%	-4	748	-0.4	71
Nn1c(SCC(=O)N2CCCC2=O)nnc1-c1cccs1	-5%	nt	i	8	5%	nt	nt	nt	nt	nt	-0.9	49
Cc1ccccc1Nc1nnc(SCC(=O)c2c(N)n(C)c(=O)n(C)c2=O)s1	6%	9%	i	51	4%	-2%	-2%	-0.2%	6	674	2.5	61
Cc1ccc(NC(=O)C(=O)NCCc2c[nH]c3ccccc23)c(C)c1	4%	-20%	i	36	8%	-1%	3%	1.1%	5	696	0.3	71
Cc1cccc(-c2ccc(NC(=O)C3CCN(CC4CC4)CC3)cc2)c1	13%	2%	i	51	13%	2%	-8%	0.2%	-5	776	0.1	50
COc1ccc(C2CC(c3c(-c4ccccc4)c4cc(Cl)ccc4[nH]c3=O)=NN2S(C)(=O)=O)cc1OC (centres undefined)	-1%	10%	i	28	13%	11%	3%	1.0%	-10	638	8.6	42
CN(C)c1ccc(NS(=O)(=O)c2ccc(Cl)cc2)cc1	12µM*	-1%	i	50	31µM*	0%	-5%	-0.2%	-1	645	0.3	53
CC(=O)Nc1ccc(NC(=O)COC(=O)c2cc([N+](=O)[O-])ccc2N2CCOCC2)cc1	14%	-6%	i	16	5%	14%	-8%	-0.1%	5	843	0.0	75
Cc1nnc(SCC(=O)NC(=O)NC(C)C)s1	10%	-1%	i	40	4%	2%	-6%	-0.2%	-7	695	0.4	41

Reprinted from the part before: three compounds, then new ones.
SMILES	Large T inhibition	GPR35 arrestin U2OS	T cell modulator	T cell modulator vesicle-bound %	Rac1 GTP hydrolysis	GPR55 LPI antagonism	LYP phosphatase	GPR55 beta-arrestin	Hep lipid drop	Hep lipid drop cells 6.5 µM	NTR1 agonist	NTR1 agonist cell count 20 µM
CN(C)c1ccc(NS(=O)(=O)c2ccc(Cl)cc2)cc1	12µM*	-1%	i	50	31µM*	0%	-5%	-0.2%	-1	645	0.3	53
CC(=O)Nc1ccc(NC(=O)COC(=O)c2cc([N+](=O)[O-])ccc2N2CCOCC2)cc1	14%	-6%	i	16	5%	14%	-8%	-0.1%	5	843	0.0	75
Cc1nnc(SCC(=O)NC(=O)NC(C)C)s1	10%	-1%	i	40	4%	2%	-6%	-0.2%	-7	695	0.4	41
O=C(CN1CCCCC1)NN(Cc1ccccc1)c1ccccc1	2%	-4%	i	51	10%	6%	-6%	0.3%	-15	697	1.4	41
Cc1nc(C)c(-c2csc(NCCc3ccccc3)n2)s1	7%	18%	i	55	10%	0%	-3%	0.0%	nt	nt	0.5	60
O=C1CC(N2CCN(Cc3ccc(Cl)cc3)CC2)C(=O)N1CCc1ccccc1 (centres undefined)	26%	-11%	i	36	2%	5%	-7%	-0.2%	-12	712	1.2	41
CCN1CCN(c2cc(C)c3cc(NC(=S)N4CCCC(C)C4)ccc3n2)CC1 (centres undefined)	15%	13%	i	53	17%	18%	-8%	-0.3%	3	749	-0.3	48
O=C1COc2ccc(S(=O)(=O)N3CCC(C(=O)NCc4ccc(F)cc4)CC3)cc2N1	-2%	-9%	i	6	4%	12%	-12%	-0.1%	14	760	-0.3	44
Cc1ccc(NC(=O)N2CCN(S(=O)(=O)c3ccccc3)CC2)cc1	2%	-6%	i	27	9%	2%	-3%	-0.1%	0	716	-1.3	19
CCC(Sc1nc(C)cc(C)n1)C(=O)O (centres undefined)	-4%	-6%	i	13	-2%	-7%	-6%	1.0%	nt	nt	-1.5	39
C#CCN1C(=O)S/C(=C\c2ccc(-c3ccc(Cl)c(C(=O)O)c3)o2)C1=O	12%	-24%	i	49	10%	-16%	-6%	-0.1%	0	794	2.3	54
OC(CN1C2=NCCCN2c2ccccc21)c1ccc(Cl)cc1 (centres undefined)	9%	10%	i	23	7%	6%	-9%	0.9%	nt	nt	3.5	54
CCc1cc2c(SCC(=O)N3CC(=O)Nc4ccccc43)ncnc2s1	-12%	3%	i	38	1%	12%	-6%	0.1%	22	670	3.1	75
O=C(COc1ccc(Br)cc1)Nc1ccccc1C(=O)N1CCOCC1	12%	4%	i	72	5%	5%	-8%	-0.1%	-4	874	-0.2	71
O=C(NCCCO)c1cc2ccccc2[nH]1	16%	8%	i	18	8%	6%	-4%	0.4%	6	776	-0.6	32
CN(C)c1ccc(/C=C/c2nnnn2-c2ccccc2)cc1	36%	34%	i	45	3%	6%	-5%	-0.1%	8	677	2.7	46
COCCN1Cc2cccc(C(=O)Nc3ccc(S(=O)(=O)N4CCCCC4)cc3)c2C1=O	8%	-7%	i	54	-2%	8%	-3%	0.3%	1	710	4.7	52
Clc1ccc(Cc2noc(-c3cccs3)n2)cc1	9%	2%	i	50	5%	0%	-6%	-0.2%	nt	nt	4.3	68
Clc1ccccc1-c1nnc2n1-c1ccccc1SC2	6%	-6%	i	19	0%	6%	-7%	-0.2%	-33	688	-0.5	55
CCOC(=O)C1CCCN(C2=NC(=O)/C(=C/c3ccc(O)c(OC)c3)S2)C1 (centres undefined)	11%	-6%	i	25	20µM*	7%	-3%	0.0%	-14	393	3.7	90
O=C(c1cc(COc2c(F)cccc2F)on1)N1CCSCC1	1%	-2%	i	28	4%	7%	-4%	0.5%	4	750	2.0	47
O=C1NC2(CCCC2)C(=O)N1CC(=O)N(Cc1ccccc1)c1ccccc1	4%	nt	i	22	10%	nt	nt	nt	nt	nt	0.6	66
Cc1ccc(/C=N/N2CCCCC2)o1	-2%	12%	i	8	-6%	2%	-2%	0.8%	2	702	-0.1	45
COc1ccc(Cc2nnc(SCC(=O)N3CCCC(C)C3)o2)cc1 (centres undefined)	2%	1%	i	20	-3%	10%	-6%	-0.1%	0	688	-0.3	39
CC(=O)Nc1ccc(S(=O)(=O)Oc2ccc(/C=N/N=C3/NC(=O)C(CC(=O)O)S3)cc2)cc1 (centres undefined)	7%	6%	i	47	nt	6%	4%	-0.1%	2	718	0.7	50
COC(=O)C(Cc1c[nH]c2ccccc12)N1CCS(=O)(=O)CC1 (centres undefined)	8%	-3%	i	22	9%	-4%	-9%	-0.1%	-4	748	1.0	29
Cc1ccc(C)c(C(=O)COC(=O)C2CCN(c3ccc(C(F)(F)F)cn3)CC2)c1	13%	nt	i	27	2%	nt	nt	nt	nt	nt	1.9	66
C=CCN1C(=O)/C(=C\c2cccs2)C(C(=O)OC)=C1C	2%	16%	i	22	9%	0%	-4%	-0.1%	12	748	0.0	68
CCOC(=O)CSc1nc2ccccc2c(=O)n1CCN1CCOCC1	1%	-18%	i	51	2%	6%	-4%	0.1%	-8	761	0.6	74
COc1ccccc1CNC(=O)c1ccc(CS(=O)(=O)c2ccccc2C)o1	7%	9%	i	1	13%	-13%	-8%	-0.1%	-10	741	-0.5	46
O=C(O)CONC(=O)c1cc(OCC(F)(F)F)ccc1OCC(F)(F)F	11%	-5%	i	12	5%	13%	-8%	0.2%	nt	nt	-1.9	90
Cc1cccc(C)c1Nc1nnc(SCC(=O)NC(=O)c2cccn2C)s1	25%	-2%	i	28	-5%	16%	7%	-0.3%	11	638	2.0	67
CC(C)N(CCn1cnc2c([nH]c3ccccc32)c1=O)C(C)C	5%	-9%	i	34	14%	-4%	-3%	-0.1%	2	821	0.7	59
CCSc1nc(C)c(CCOc2cccc(C)c2)c(=O)[nH]1	4%	-11%	i	53	9%	10%	-1%	-0.5%	-1	745	3.9	61
COC(=O)C1=C(C)N(Cc2ccccc2)C(=NCc2cc(OC)c(OC)c(OC)c2)N[C@H]1c1ccccc1	25%	7%	i	11	7%	3.9µM*	-9%	-0.3%	nt	nt	-2.9	86
NC(=O)c1ccsc1NC(=O)CCc1ccccc1	1%	-1%	i	56	9%	5%	-3%	-0.1%	-3	814	0.6	70
O=C(Nc1ccc(NC(=O)C2CC2)cc1)c1cccs1	10%	-6%	i	2	7%	12%	-10%	-0.1%	6	830	0.3	52
Cc1cccc(-c2noc(Cc3ccc(Cl)cc3)n2)c1	9%	3%	i	36	7%	2%	1%	-0.1%	8	788	2.3	57

Screens deposited in PubChem by several laboratories.

Outcome played no part in choosing rows (roughly 1.8% active in at least one column).
